Compound activity as filed in PubChem.
All columns: NCI-60 one-dose screen, growth in % after 48 h at 10 µM unless noted; 100 = growth as untreated, 0 = no growth, -100 = all killed.
HCT-15: HCT-15 colon cancer; 82,000 compounds, 5.2% hits
HT29: HT29 colon cancer | 81,000 compounds, 7.4% hits
NCI-H322M: NCI-H322M lung cancer; 80,000 compounds, 2.7% hits
HCT-116: HCT-116 colon cancer | 82,000 compounds, 7.3% hits | AID 1794798
SW-620: SW-620 colon cancer. 82,000 compounds, 5.2% hits
KM12: KM12 colon cancer cells; 82,000 compounds, 5% hits; AID 1794800
HCC-2998: HCC-2998 colon cancer | 79,000 compounds, 4.7% hits | AID 1794799
SNB-75: SNB-75 CNS cancer | 79,000 compounds, 5% hits
COLO 205: COLO 205 colon cancer; 79,000 compounds, 7.3% hits; AID 1794742
* = called active by the depositor; nt = not tested or not shown; [ ] = remark or other dose. The calls were made as follows: active = growth percent below 10; inactive = the rest.

1. COc1ccc(CNc2cc3cc(OC)c(OC)cc3c(C)n2)cc1CN1CCOCC1
2. COc1ccc(N2C(=O)c3ccc4c(ccn4S(=O)(=O)c4ccc(C)cc4)c3C2=O)cc1
3. Cc1ccc(C(=O)CSc2nnc3sc(Nc4ccc(C#N)cc4)nn23)cc1
4. O=C(Nc1ccc(OCc2ccc(C(F)(F)F)cc2)cc1)c1ccc2nc(NC(=O)c3ccc(NCCc4ccccc4)c([N+](=O)[O-])c3)sc2c1
5. CCC(CC)COC(=O)c1ccccc1C
6. C#CCn1cccc1CNc1ccc(OC)cc1
7. COc1ccc(C(=O)N/N=C/c2cc(OC)c(OC)cc2[N+](=O)[O-])cc1
8. Nc1ncc(-c2ccc(NS(=O)(=O)c3cc(F)c(F)c(F)c3)cc2)[nH]1

compound no.	1	2	3	4	5	6	7	8
HCT-15	93	105	101	78	102	-79*	96	95
HT29	83	87	115	53	97	-50*	101	102
NCI-H322M	98	106	90	91	106	47	nt	96
HCT-116	80	73	103	79	102	-69*	86	98
SW-620	98	95	105	90	108	-36*	96	100
KM12	99	100	97	88	103	-73*	101	102
HCC-2998	94	105	107	102	123	-89*	96	106
SNB-75	67	78	98	88	112	-80*	64	96
COLO 205	95	87	107	106	nt	-61*	116	102

The last seven compounds of the part above open the next one:
2. COc1ccc(N2C(=O)c3ccc4c(ccn4S(=O)(=O)c4ccc(C)cc4)c3C2=O)cc1
3. Cc1ccc(C(=O)CSc2nnc3sc(Nc4ccc(C#N)cc4)nn23)cc1
4. O=C(Nc1ccc(OCc2ccc(C(F)(F)F)cc2)cc1)c1ccc2nc(NC(=O)c3ccc(NCCc4ccccc4)c([N+](=O)[O-])c3)sc2c1
5. CCC(CC)COC(=O)c1ccccc1C
6. C#CCn1cccc1CNc1ccc(OC)cc1
7. COc1ccc(C(=O)N/N=C/c2cc(OC)c(OC)cc2[N+](=O)[O-])cc1
8. Nc1ncc(-c2ccc(NS(=O)(=O)c3cc(F)c(F)c(F)c3)cc2)[nH]1
9. CCOC(=O)C(=Cc1c[nH]c2ccccc12)C(=O)OCC
10. Oc1ccc(Br)cc1/C=N/NC(=S)NC12CC3CC(CC(C3)C1)C2
11. N#CC1=C(N)Oc2cc(N)ccc2C1c1cc2ccccc2n2nnnc12 (configuration not stated)
12. COc1cc2nc(N3CCCC3)nc(NCc3ccccc3)c2cc1OC
13. Nc1ccc(Nc2ccccc2)c(N)c1
14. CC(=O)c1ccc(-n2c(=O)c3ccccc3c3ccccc3c2=O)cc1
15. N=C(N)Sc1n[nH]c(=O)[nH]c1=O
16. CC(=O)Nc1ccccc1C(=O)O

compound no.	2	3	4	5	6	7	8	9	10	11	12	13	14	15	16
HCT-15	105	101	78	102	-79*	96	95	107	9.3*	95	6.1*	97	95	102	107
HT29	87	115	53	97	-50*	101	102	nt	-17*	96	19	107	99	107	104
NCI-H322M	106	90	91	106	47	nt	96	88	37	80	80	98	103	102	107
HCT-116	73	103	79	102	-69*	86	98	95	8.1*	74	28	95	110	111	103
SW-620	95	105	90	108	-36*	96	100	106	-25*	87	56	97	113	95	102
KM12	100	97	88	103	-73*	101	102	98	-25*	100	96	96	96	110	106
HCC-2998	105	107	102	123	-89*	96	106	114	-8.2*	88	55	117	114	120	106
SNB-75	78	98	88	112	-80*	64	96	82	53	78	69	111	80	96	97
COLO 205	87	107	106	nt	-61*	116	102	113	68	84	-21*	nt	112	111	107

17. O=[N+]([O-])c1cccc(-c2nc3sccn3c2-c2ccnc(NCCNS(=O)(=O)c3cccc(F)c3)n2)c1
18. COC(=O)c1nc(-c2ccccc2)oc1S(=O)(=O)N1CCN(c2ccccc2)CC1
19. N#Cc1cccc(-c2nc(N)n(-c3nc4ccccc4s3)n2)c1
20. NC(=O)N1CCCCC1
21. COc1ccc(OC)c(/C=C/C(=O)C2=NN(c3ccc(Cl)cc3)[C@H](c3cc(OC)ccc3OC)CC2=O)c1
22. Cc1cc(NC(=O)c2ccc(-c3ccccc3)cc2)no1
23. c1ccc(CN(CCN2CCOCC2)Cc2ccccc2)cc1
24. COc1cc(O)c2c(=O)c3c(CC=C(C)C)cc(OC)c(O)c3oc2c1

compound no.	17	18	19	20	21	22	23	24
HCT-15	84	89	97	103	109	52	121	30
HT29	86	103	113	100	114	59	111	71
NCI-H322M	99	96	100	nt	109	81	113	38
HCT-116	88	83	105	110	103	55	109	12
SW-620	115	94	101	113	103	74	106	26
KM12	78	95	102	108	114	51	99	23
HCC-2998	132	101	108	114	115	72	nt	53
SNB-75	nt	85	99	98	105	70	95	5.6*
COLO 205	103	106	121	115	117	76	108	112

25. O=C(c1ccccc1)C1Oc2ccccc2C1O (configuration not stated)
26. COc1cc(C=C2C(=O)NC(=S)NC2=O)cc(CN2CCN(C)CC2)c1O
27. O=C1C(Cl)=C(Nc2cccc3cc4ccccc4nc23)C(=O)c2ccccc21
28. O=C(N1CCNCC1)N(c1ccccc1)c1ccccc1
29. COc1ccc(C2OCC(C)(C)CO2)cc1
30. COC(=O)C1=NC(=S)N=C(C(=O)OC)C12Cc1ccccc1C2=O
31. CC[n+]1c(/C=C/c2ccc(N3CCCC3)cc2)cccc1/C=C/c1ccc(N2CCCC2)cc1
32. O=C(NCc1cccc(C(F)(F)F)c1)C1CSC2c3ccccc3C(=O)N12 (configuration not stated)

compound no.	25	26	27	28	29	30	31	32
HCT-15	93	111	41	98	101	100	-86*	100
HT29	103	115	5.0*	97	111	124	-83*	92
NCI-H322M	95	102	51	102	126	102	-87*	94
HCT-116	100	116	17	95	99	108	-55*	92
SW-620	113	101	31	106	110	118	-88*	107
KM12	101	107	52	101	113	110	-82*	99
HCC-2998	103	114	51	99	105	107	-83*	121
SNB-75	99	98	72	89	105	96	-93*	76
COLO 205	110	114	12	104	109	121	-83*	nt

33. O=S(=O)(NCCNc1nccc(-c2c(-c3cccc(F)c3)nc3sccn23)n1)c1cccc2ccccc12
34. COc1ccc(-c2cc(-c3cc(OC)ccc3OC)nc(SC)c2C#N)cc1
35. O=c1[nH]cnc2c1C(c1ccc(O)cc1)c1sc3c(F)cccc3c1O2 (configuration not stated)
36. O=[N+]([O-])c1ccc(N/N=C\c2ccccc2S(=O)(=O)O)nc1
37. N[C@@H](CCC1=NCCN1)C(=O)O
38. O=C1CCC(=O)N1c1ccc(Cl)cc1
39. O=c1c2ccccc2nc(-c2ccccc2)n1Cc1nc2ccccc2s1
40. CCN(CC)Cc1cc(Nc2c3ccc(Cl)cc3nc3c(C)cccc23)ccc1O

compound no.	33	34	35	36	37	38	39	40
HCT-15	84	88	98	108	103[20 µM]	112	94	-46*
HT29	83	83	109	107	107[20 µM]	116	92	-42*
NCI-H322M	104	95	87	109	101[20 µM]	109	92	-26*
HCT-116	85	80	100	106	101[20 µM]	99	90	-73*
SW-620	115	92	99	100	107[20 µM]	108	106	-14*
KM12	85	83	93	110	100[20 µM]	103	90	-45*
HCC-2998	131	93	102	112	129[20 µM]	107	111	-95*
SNB-75	92	58	95	110	65[20 µM]	nt	72	-99*
COLO 205	85	nt	104	118	nt	112	110	-92*

More structures follow.
Short keys: A = HCT-15; B = HT29; C = NCI-H322M; D = HCT-116; E = SW-620; F = KM12; G = HCC-2998; H = SNB-75; I = COLO 205
41. CC(=O)NNC(=O)c1cccc(C(=O)O)c1
  A = 92; B = 97; C = 106; D = 108; E = 106; F = 103; G = 109; H = 110; I = 96

42. N#Cc1c[nH]n2ccnc12
  A = 104; B = 91; C = 99; D = 95; E = 119; F = 109; G = 113; H = 103; I = 109

43. CCN(CC)c1ccc(/C=C/C2=[N+](C)c3ccccc3C2(C)C)cc1
  A = 41; B = 11; C = 27; D = 13; E = 15; F = -28*; G = 24; H = 26; I = 4.9*

44. O=C(O)c1cn(C2CC2)c2cc(N3CCN(C(=O)CN4C(=O)S/C(=C\c5ccc([N+](=O)[O-])cc5)C4=O)CC3)c(F)cc2c1=O
  A = 110; B = 112; C = 102; D = 105; E = 108; F = 103; G = 113; H = 57; I = 116

45. COC(=O)CC(C)CC(=O)O (configuration not stated)
  A = 98; B = 98; C = 97; D = 92; E = 104; F = 104; G = 101; H = 69; I = 101

46. O=S(=O)(Nc1nnc(-c2cc(O)c(O)c(O)c2)s1)c1ccccc1
  A = 105; B = 95; C = 93; D = 104; E = 98; F = 104; G = 105; H = 97; I = 103

47. COc1ccc(-c2ccnc3c(C#N)c(SC)nn23)cc1
  A = 58; B = 77; C = 100; D = 85; E = 81; F = 63; G = 95; H = 81; I = 91

48. O=C1c2cccc3c(-c4ccc5ncn(C6CCCCC6)c5c4)ccc(c23)C(=O)N1CCN1CCOCC1
  A = 68; B = 61; C = 88; D = 49; E = 60; F = 70; G = 89; H = 68; I = 56

49. CCCCCCCC(CCCCCCC)C(=O)O
  A = 99; B = 107; C = 106; D = 107; E = 105; F = 110; G = 102; H = 88; I = 107

50. O=C1NC(=S)NC1Cn1c(-c2ccccc2)nc2ccccc21 (configuration not stated)
  A = 97; B = 103; C = 101; D = 110; E = 103; F = 100; G = 110; H = 82; I = 109

51. NS(=O)(=O)c1ccc(NC(=O)CSc2ccc(-c3ccc4ccccc4c3)nn2)cc1
  A = 96; B = 111; C = 109; D = 112; E = 118; F = 109; G = 119; H = 110; I = 149

52. Cc1ccc(-c2nc3cc4nc5ccccc5[nH]c4cc3n2)cc1
  A = 95; B = 94; C = 104; D = 88; E = 105; F = 100; G = 100; H = 92; I = 98

53. c1cn2cc(-c3ccc4ncn(C5CCCCC5)c4c3)nc(-c3ccc4c(c3)ncn4C3CCCCC3)c2n1
  A = -11*; B = -26*; C = 1.2*; D = -61*; E = -3.8*; F = -61*; G = -93*; H = -90*; I = -64*

54. N#C/C(=C\c1ccc(-c2cccc(Cl)c2)o1)c1ccc(Cl)cc1
  A = 80; B = 95; C = 92; D = 77; E = 96; F = 96; G = 104; H = 74; I = 105

55. COc1cc(NC(=O)COc2cc(O)c3c(=O)cc(-c4ccccc4)oc3c2)cc(OC)c1
  A = 102; B = 99; C = 99; D = 98; E = 96; F = 103; G = 98; H = 86; I = 110

56. CCOC(=O)Nc1c2ccccc2nc2ccccc12
  A = 103; B = 101; C = 103; D = 103; E = 95; F = 88; G = 116; H = 83; I = 109

57. CCOC(=O)c1sc(N)c(C(=O)OCC)c1C
  A = 45; B = 43; C = 83; D = 53; E = 72; F = 69; G = nt; H = 36; I = 68

2 entries picked at random from those above, as already listed:
Short keys: A = HCT-15; B = HT29; C = NCI-H322M; D = HCT-116; E = SW-620; F = KM12; G = HCC-2998; H = SNB-75; I = COLO 205
54. N#C/C(=C\c1ccc(-c2cccc(Cl)c2)o1)c1ccc(Cl)cc1
  A = 80; B = 95; C = 92; D = 77; E = 96; F = 96; G = 104; H = 74; I = 105

49. CCCCCCCC(CCCCCCC)C(=O)O
  A = 99; B = 107; C = 106; D = 107; E = 105; F = 110; G = 102; H = 88; I = 107
